# From PubChem BioAssay
# F508del corr: correctors of CFTR F508del function in bronchial epithelial cells; CFBE cells, YFP halide quenching; stimulated with forskolin plus potentiator P3; % fluorescence drop versus neutral controls; activity (quench increase), % at 7.58 µM; 350,000 tested, 0.36% active; AID 720511;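 active means mean added fluorescence quench of at least 8% versus neutral control, with both replicates also reaching 8%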;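 further: cells transiently co-express mutant CFTR-F508del with the halide-sensitive YFP; corrector assay measuring rescue of mutant channel to the surface after 24 h compound exposure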
# GSIS activator: GLuc luminescence reporter in INS-1E cells, primary screen for activators of glucose-dependent secretion of insulin. INS-1E GLuc reporter insulin secretion, 2-3 h. activation, % at 16.6 µM. 370,000 tested, 0.61% active;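 active means lowest replicate activation of at least 40%, so every replicate reaches that level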;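 further: 0% = median of neutral control wells and 100% = median of IBMX positive control wells; some compounds called inactive have numbers as strong as hits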
# PGC1a acetyl inh: modulators of PGC1a acetylation | 350,000 tested, 0.17% active | U2OS PGC1a acetylation, AlphaScreen anti-acetyl-lysine; with virally co-expressed GCN5 acetyltransferase | AID 651687 | inhibition, % at 15.6 µM;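 active means every replicate shows inhibition of at least 40%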;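 further: 0% = neutral control wells and 100% = positive control wells; some results beyond the cut were filed as inactive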
# FN deposit inh: fibronectin deposition inhibition; AH1F fibroblasts, Alexa488-fibronectin deposition fluorescence, overnight; inhibition, % at 12.6 µM; 350,000 tested, 0.086% active; AID 743247;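 active means mean inhibition across replicates of 30% or more, regardless of how many single replicates reach that level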;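 further: positive control wells lacked labelled fibronectin entirely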
#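 Measured by – fluorescence 485/525 nm · System – AH1F fibroblast monolayer, labelled fibronectin deposition · Amount – 10000 cells per well · Buffer or medium – serum-reduced DMEM (2% serum) · Doses – single dose, pinned · Also added – fluorescent fibronectin at 24 nM final · Schedule – 1 h cell attachment, overnight exposure to compound and label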
# miR122 inh: miR-122 inhibition in Huh7 cells. Huh7 miR-122 Renilla luciferase sensor, 48 h; neutral wells = 0, positive control = 100. AID 602342. 340,000 tested, 0.3% active. activation (reporter increase), % at 12.5 µM;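 active means mean replicate activation score at least 90 and every replicate individually at or above 90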;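 further: higher luciferase means less miR-122 activity so hits act as miR-122 inhibitors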
# Cneo AK release: causes C. neoformans cell lysis | adenylate kinase release luminescence, 4 h; normalised: neutral wells 0, clomiphene wells 100 | lysis activity, % at 15 µM | 360,000 tested, 0.2% active;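 active means mean lysis activity across replicates of at least 80%, whatever share of replicates individually reach that level; inactive means mean lysis activity below 80%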
#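 Test system: log-phase Cryptococcus neoformans yeast cells. Input: 5 × 10^6 yeast cells/mL. Medium: fresh YPD growth medium. Doses: single dose. Incubation: static 4 h at 37 °C with compound, 1 h detection. Measured by: luminescent adenylate kinase detection reagent. Read-out: signal increase indicating cell lysis. Benchmarks: Clomiphene.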
# PglD inh: blocks C. jejuni PglD acetyltransferase activity. purified PglD enzyme, DTNB colorimetric CoA detection. inhibition, % at 12.5 µM. AID 602405. 360,000 tested, 0.098% active; in the data active means inhibition above about 16%, passing the limit was not always enough; further: strong numbers were not always called active
# Statin myotox sup: suppressors of simvastatin-induced myotoxicity in C2C12 myotubes; ATP luminescence, 48 h; scaled: DMSO 0, geranylgeraniol control 100; rescue of ATP level, % at 7.49 µM; 330,000 tested, 0.78% active;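 active means mean ATP rescue above about 67%, or every replicate alone reaching that limit, limit read from the data, passing the limit was not always enough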;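 further: myotubes were challenged with 10 µM simvastatin during compound exposure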
# An asterisk follows results filed as active; x = no result given; [ ] = dose if it differs, or a comment.
# Fields – F508del corr, GSIS activator, PGC1a acetyl inh, FN deposit inh, miR122 inh, Cneo AK release, PglD inh, Statin myotox sup
> CC(=O)Nc1ccc(NC(=O)CSc2ccc(C)cc2)cc1
→ x, x, 3, -10, 6, 3, -6, -19
> O=C1CC2(CCCCC2)Oc2ccccc21
→ 1.2, -1, 1, -13, 6, 4, -2, 9
> COc1ccc(-n2nc(C(=O)NCC(=O)N3CCCCCC3)c3ccccc3c2=O)c(OC)c1
→ 0.0, -3, -1, -1, -9, 0, -1, -5
> COc1ccc2c(C)c(C(=O)N3CCN(Cc4ccccc4)CC3)oc2c1
→ -3.8, -25, x, 6, x, 3, -3, 6
> CC(=O)N(Cc1ccc(Br)cc1)c1ccccc1C(=O)O
→ -0.2, x, 1, -1, -4, 0, -1, -6
> CC(CN1CCC(n2nccc2NC(=O)C2CCCC2)CC1)c1ccccc1 (stereo not drawn)
→ 4.3, 7, x, -1, -2, 6, 7, 5
> C[C@H](CO)N1C[C@H](C)[C@H](CN(C)S(=O)(=O)c2cn(C)cn2)OCCCC[C@H](C)Oc2ccc(NS(=O)(=O)c3ccccc3)cc2C1=O
→ -3.7, 16, -8, -7, 5[16.7 µM], 1, 3, x
> CN(C)CCNC(=O)C(=O)Nc1cc2c3c(c1)CCC(=O)N3CCC2
→ 1.8, -1, -13, 6, -11, 11, -4, -7
> CCCCCOc1ccccc1C(=O)NCCCC(=O)O
→ x, x, -3, x, -4, 5, -2, 1
> O=S(=O)(Oc1ccccc1C(=S)N1CCOCC1)c1ccc(Cl)cc1
→ -6.3, -24, -5, -2, 7, 0, 0, x

# The listing continues.
# Fields – F508del corr, GSIS activator, PGC1a acetyl inh, FN deposit inh, miR122 inh, Cneo AK release, PglD inh, Statin myotox sup
> CCOC(=O)c1c(NC(=S)Nc2ccc(Cl)cc2)sc(C)c1C
→ x, 91, 7, x, 1, 3, 0, -30
> Cc1noc(C)c1NC(=O)Nc1cccc2c1O[C@H](CN(C)S(=O)(=O)c1ccc(Cl)cc1)[C@@H](C)CN([C@H](C)CO)C2=O
→ 1.1, 1, 2, x, -2[16.7 µM], -4, 4, -39
> C[C@@H]1CN([C@H](C)CO)C(=O)c2cccc(NC(=O)C3CCCCC3)c2O[C@H]1CN(C)S(=O)(=O)c1ccccc1
→ -0.6, 5, -2, x, -3[16.7 µM], -1, 12, 13
> O=C(OCC(=O)N1CCCCCC1)c1cccnc1Cl
→ -0.1, -8, x, 0, x, 0, -3, -4
> Cc1cc(C(=O)COc2cc(F)ccc2[N+](=O)[O-])c(C)n1CC1CCCO1 (stereo not drawn)
→ 1.3, -1, 5, -3, 12, 1, -5, -10
> Cc1cc(-c2ccccc2)nc(N(C)NC(=O)c2c(F)cccc2F)c1S(C)(=O)=O
→ x, x, -14, x, 2, -1, 1, 23
> Cc1nc([N+](=O)[O-])c(N2CCN(C)CC2)n1Cc1ccccc1
→ x, x, -6, -14, -7, 2, -9, 9
> CCN1C(=O)N/C(=C/c2ccc(Sc3ccc(C)cc3)o2)C1=O
→ x, x, -2, x, -1, 3, 1, x
> CCCC#Cc1ccc2c(c1)O[C@@H](CN(C)C(=O)NC(C)C)[C@@H](C)CN([C@@H](C)CO)S2(=O)=O
→ -3.1, -16, -12, 0, 0[16.7 µM], 1, 2, 22
> O=S(=O)(c1ccc(Br)cc1)N1CCCC1
→ 0.1, 2, -6, 2, 0, 1, -7, 13

# An excerpt from above in order of the miR122 inh value, falling:
Structure	miR122 inh
Cc1cc(C(=O)COc2cc(F)ccc2[N+](=O)[O-])c(C)n1CC1CCCO1 (stereo not drawn)	12
Cc1cc(-c2ccccc2)nc(N(C)NC(=O)c2c(F)cccc2F)c1S(C)(=O)=O	2
CCOC(=O)c1c(NC(=S)Nc2ccc(Cl)cc2)sc(C)c1C	1
O=S(=O)(c1ccc(Br)cc1)N1CCCC1	0
CCN1C(=O)N/C(=C/c2ccc(Sc3ccc(C)cc3)o2)C1=O	-1
Cc1nc([N+](=O)[O-])c(N2CCN(C)CC2)n1Cc1ccccc1	-7

# Continuation:
# Fields – F508del corr, GSIS activator, PGC1a acetyl inh, FN deposit inh, miR122 inh, Cneo AK release, PglD inh, Statin myotox sup
> CC(C)NC(=O)Nc1ccc2c(c1)CC(=O)N([C@H](C)CO)C[C@@H](C)[C@H](CN(C)S(=O)(=O)c1ccc(F)cc1)O2
→ -2.0, 4, 2, x, -2[16.7 µM], x, x, 3
> O=C(NN=Cc1c[nH]c2ccccc12)NN=Cc1c[nH]c2ccccc12
→ 1.0, -17, 2, -7, x, -5, 0, 6
> COc1cc(NC(=O)CN2C(=O)C(C)N(c3ccc(C)cc3)C2=O)cc(OC)c1 (stereo not drawn)
→ -0.8, -13, x, 7, -3, 0, 11, -10
> O=C(C[C@@H]1C[C@@H]2c3cc(NC(=O)c4cccnc4)ccc3O[C@@H]2[C@H](CO)O1)NCc1ccccc1
→ -3.1, -3, -6, -28, 7[16.7 µM], -3, 1, 0
> CCOC(=O)N1CCC(NC(=O)c2oc3c(F)cccc3c2C)CC1
→ 2.0, 0, -7, 1, -6, -2, 4, 9
> COCC(=O)Nc1ccc2c(c1)OC[C@@H](C)N(Cc1cccnc1)C[C@H](C)[C@@H](OC)CN(C)C2=O
→ 4.9, 3, 13, -17, x, -2, 1, -6
> CCCCn1nc(C(=O)N(C)CC(=O)Nc2ccc(F)c(F)c2F)ccc1=O
→ -1.3, 11, x, -13, x, 0, 0, 7
> c1ccc(C2=Nn3c(nnc3-c3ccncc3)SC2)cc1
→ x, x, 28, 3, -3, 0, 1, -10
> O=C(Nc1ccc(S(=O)(=O)N2CCCC2)cc1)c1cccnc1
→ x, x, 2, x, -4, 0, 1, 8
> Cc1cc(C)n(C(=O)CNC(=O)c2ccco2)n1
→ x, 10, 9, x, x, 0, -4, -12

# Next part.
# Fields – F508del corr, GSIS activator, PGC1a acetyl inh, FN deposit inh, miR122 inh, Cneo AK release, PglD inh, Statin myotox sup
> COc1cccc(-c2ccc([C@H]3[C@@H](CO)N4CCCCN(CC5CC5)C[C@@H]34)cc2)c1
→ 3.3, -4, -17, x, 17[16.7 µM], 55, 5, -4
> O=C(c1cn(-c2ccccc2)nc1-c1ccccc1)n1nnc2ccccc21
→ x, x, 2, 5, 1, 2, 0, x
> Cc1cc(=O)oc2cc(N3C(=O)CC(Cc4ccccc4)C3=O)ccc12 (stereo not drawn)
→ 0.6, 24, 0, -18, x, x, x, x
> Cc1ccccc1-c1cc(C(=O)N2CCCC2)c2ccccc2n1
→ 0.1, 22, 4, -1, 0, -2, 3, 3
> Cc1ccc(-n2[nH]c(C)c(C=NCc3ccncc3)c2=O)cc1
→ 0.6, 4, -6, -12, -6, 0, -6, -11
> C[C@@H]1CCCCO[C@H](CN(C)C(=O)NC2CCCCC2)[C@H](C)CN([C@@H](C)CO)C(=O)c2cc(NC(=O)Nc3ccccc3)ccc2O1
→ 2.6, -7, -6, -13, 7[16.7 µM], 3, 2, x
> COCC(=O)n1nc(-c2ccccc2)nc1NCc1ccc(F)cc1
→ x, x, x, 1, -9, 2, 1, x
> S=C(NCc1ccco1)Nc1cc(-c2ccccc2)[nH]n1
→ 1.9, x, -1, x, -1, 1, -1, -5
> CN1C(=O)c2cc(NC(=O)c3cccs3)ccc2OC[C@H]2O[C@@H](CC(=O)NCC3CC3)CC[C@@H]21
→ -0.8, 1, 6, -3, 38[16.7 µM], -3, 3, 27
> O=C(Nc1ccc(C(F)(F)F)cc1)N[C@@H]1CC[C@@H](CCn2cc(C3(O)CCCC3)nn2)O[C@H]1CO
→ -0.5, -12, 3, x, x, 1, -3, -6

# One compound at a time, from the list above. Screens in order: F508del corr	GSIS activator	PGC1a acetyl inh	FN deposit inh	miR122 inh	Cneo AK release	PglD inh	Statin myotox sup
# Entry for COc1cccc(-c2ccc([C@H]3[C@@H](CO)N4CCCCN(CC5CC5)C[C@@H]34)cc2)c1 : 3.3	-4	-17	x	17[16.7 µM]	55	5	-4
# Entry for CN1C(=O)c2cc(NC(=O)c3cccs3)ccc2OC[C@H]2O[C@@H](CC(=O)NCC3CC3)CC[C@@H]21 : -0.8	1	6	-3	38[16.7 µM]	-3	3	27

# Remaining list, next part.
# Fields – F508del corr, GSIS activator, PGC1a acetyl inh, FN deposit inh, miR122 inh, Cneo AK release, PglD inh, Statin myotox sup
> CN(NC1OC(=O)c2ccccc21)c1ccc(C(F)(F)F)cc1[N+](=O)[O-] (stereo not drawn)
→ -1.0, -9, 3, -5, 4, 1, 3, x
> CC(NC(=O)c1ccc(S(=O)(=O)C(F)F)cc1)c1ccccc1 (stereo not drawn)
→ -6.3, -5, -10, 0, -4, -1, 3, -10
> COc1cccc(S(=O)(=O)Nc2ccc3c(c2)[C@@H]2C[C@@H](CC(=O)NCc4ccc(Cl)cc4)O[C@H](CO)[C@@H]2O3)c1
→ -2.7, -22, -10, x, 22[16.7 µM], -1, -4, 6
> Cc1ccc(S(=O)(=O)N2CCC(C(=O)Nc3ccc4c(c3)OCO4)CC2)cc1
→ x, x, x, -16, -8, 0, -2, -7
> CN(CC#CC1(O)c2ccccc2-c2ccccc21)Cc1ccccc1
→ x, -9, 0, -7, -2, 3, 6, x
> COc1ccc(C(=O)Nc2cccc(C)c2)cc1
→ x, 22, -9, -17, -2, x, 0, 10
> O=[N+]([O-])c1cccc(CN2C[C@@]34C=C[C@@H](C[C@@H]3S2(=O)=O)O4)c1
→ 0.1, 5, x, 0, 0, 13, -4, -3
> C[C@@H]1CN([C@@H](C)CO)C(=O)c2cccc(NC(=O)c3ccc(-c4nccs4)cc3)c2O[C@H]1CN(C)Cc1ccc(C(F)(F)F)cc1
→ -2.0, 19, 10, x, -1[16.7 µM], x, x, 3
> CCOc1cc(-c2nn3cnnc3s2)cc(OCC)c1OCC
→ x, x, -4, -3, -4, 0, 0, -12

# Quoted at random: seven records from the list.
# Fields – F508del corr, GSIS activator, PGC1a acetyl inh, FN deposit inh, miR122 inh, Cneo AK release, PglD inh, Statin myotox sup
> O=[N+]([O-])c1cccc(CN2C[C@@]34C=C[C@@H](C[C@@H]3S2(=O)=O)O4)c1
→ 0.1, 5, x, 0, 0, 13, -4, -3
> C[C@@H]1CN([C@@H](C)CO)C(=O)c2cccc(NC(=O)c3ccc(-c4nccs4)cc3)c2O[C@H]1CN(C)Cc1ccc(C(F)(F)F)cc1
→ -2.0, 19, 10, x, -1[16.7 µM], x, x, 3
> COc1ccc(C(=O)Nc2cccc(C)c2)cc1
→ x, 22, -9, -17, -2, x, 0, 10
> COc1cccc(S(=O)(=O)Nc2ccc3c(c2)[C@@H]2C[C@@H](CC(=O)NCc4ccc(Cl)cc4)O[C@H](CO)[C@@H]2O3)c1
→ -2.7, -22, -10, x, 22[16.7 µM], -1, -4, 6
> CC(NC(=O)c1ccc(S(=O)(=O)C(F)F)cc1)c1ccccc1 (stereo not drawn)
→ -6.3, -5, -10, 0, -4, -1, 3, -10
> CN(NC1OC(=O)c2ccccc21)c1ccc(C(F)(F)F)cc1[N+](=O)[O-] (stereo not drawn)
→ -1.0, -9, 3, -5, 4, 1, 3, x
> CCOc1cc(-c2nn3cnnc3s2)cc(OCC)c1OCC
→ x, x, -4, -3, -4, 0, 0, -12
